Screens: PubChem BioAssay, several laboratories
Mtb BioA inh – blocks M. tuberculosis BioA enzyme activity | AID 602481 | inhibition, % at 9.99 µM | hit rate 0.096% among 360,000 | purified M. tuberculosis BioA enzyme, plate reader; in the data active = inhibition above about 40%; inconclusive = no clear call, values can overlap the other calls
PrPC surface inh – cell surface PrPC inhibition, primary TR-FRET screen; inhibition, % at 13.8 µM; TR-FRET read-out; hit rate 0.43% among 370,000; in the data active = inhibition above about 24%; also: 0% = median of the test wells and 100% = reference compound wells
GDH-TPI counter – GDH-TPI coupled enzyme inhibition counter-screen. inhibition, % at 4.8 µM. hit rate 1.2% among 360,000. GDH-TPI coupled enzyme counterscreen, NADH absorbance;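 also: 0% = DMSO wells and 100% = wells lacking the enzyme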
UGM FP inh – Mtb UDP-galactopyranose mutase inhibition. P9WIQ1. purified UGM, fluorescence polarization probe displacement. inhibition, % at 10 µM. hit rate 0.06% among 320,000; in the data active = inhibition above about 10%, passing the limit was not always enough; inconclusive = no clear call, values can overlap the other calls
Target sequence (P9WIQ1 whole entry, looked up): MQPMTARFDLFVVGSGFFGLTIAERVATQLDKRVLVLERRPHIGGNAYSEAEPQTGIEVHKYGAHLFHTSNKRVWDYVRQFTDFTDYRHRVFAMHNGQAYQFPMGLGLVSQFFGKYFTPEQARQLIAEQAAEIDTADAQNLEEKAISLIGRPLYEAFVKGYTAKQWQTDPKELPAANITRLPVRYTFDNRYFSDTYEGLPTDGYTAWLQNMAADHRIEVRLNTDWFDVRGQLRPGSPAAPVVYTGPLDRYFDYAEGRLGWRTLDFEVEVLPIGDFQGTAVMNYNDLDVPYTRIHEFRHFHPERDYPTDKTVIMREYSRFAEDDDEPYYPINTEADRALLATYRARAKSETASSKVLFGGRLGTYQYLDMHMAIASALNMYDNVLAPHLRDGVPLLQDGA
FadD28 binding – blocks FadD28 binding to the bisubstrate probe; fluorescence polarization; inhibition, % at 12.5 µM; hit rate 0.22% among 360,000; AID 588549; in the data active = inhibition above about 8.5%, passing the limit was not always enough; inconclusive = no clear call, values can overlap the other calls
BoNT F protease – inhibitors of Botulinum neurotoxin F light chain protease; Multiplex microsphere protease cleavage assay, flow cytometry; inhibition, % at 10 µM; hit rate 0.22% among 360,000; AID 588497; in the data active = inhibition above about 35%, passing the limit was not always enough; inconclusive = no clear call, values can overlap the other calls; also: plate controls were buffer without enzyme for full effect and enzyme alone for no effect
BoNT-A LC inh2 – inhibitors of Botulinum neurotoxin A light chain protease; multiplex microsphere protease substrate cleavage, flow cytometry; inhibition, % at 10 µM; hit rate 0.17% among 360,000; AID 588499; in the data active = inhibition above about 30%; inconclusive = no clear call, values can overlap the other calls; also: plate controls were buffer without enzyme for full effect and enzyme alone for no effect
CCHF vOTU inh – blocks the CCHF virus ovarian tumor domain protease; CCHFV vOTU protease, Pep-AMC fluorescence; inhibition, % at 11.5 µM; hit rate 0.55% among 370,000; AID 651958; also: 0% = vehicle wells with enzyme and 100% = no enzyme wells
FBA Mtb inh – inhibits M. tuberculosis FBA enzyme | P9WQA3 | purified M. tuberculosis FBA, fluorescence read-out | inhibition, % at 1 µM | hit rate 2.3% among 360,000; in the data active = inhibition above about 27%;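 also: 0% = vehicle and 100% = reference inhibitor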
Target sequence (P9WQA3 whole entry, looked up): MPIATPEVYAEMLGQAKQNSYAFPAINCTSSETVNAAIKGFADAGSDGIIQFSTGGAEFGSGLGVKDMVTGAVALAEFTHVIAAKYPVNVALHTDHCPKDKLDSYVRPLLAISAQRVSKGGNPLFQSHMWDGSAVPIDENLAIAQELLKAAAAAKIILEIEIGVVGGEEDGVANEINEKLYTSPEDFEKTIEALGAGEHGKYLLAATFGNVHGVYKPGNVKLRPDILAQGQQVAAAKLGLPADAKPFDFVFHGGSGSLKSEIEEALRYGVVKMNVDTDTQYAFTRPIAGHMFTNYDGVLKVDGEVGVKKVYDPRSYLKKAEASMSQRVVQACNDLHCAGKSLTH
Numbers without * were called inactive; ? = inconclusive; . = not tested or not shown; & = joins results of further samples. Rule as the data show it, unless noted: active = inhibition above about 30%; inactive = the rest. Hits appear at their usual frequency, and some 4.8% of all compounds hit somewhere here.

SMILES	Mtb BioA inh	PrPC surface inh	GDH-TPI counter	UGM FP inh	FadD28 binding	BoNT F protease	BoNT-A LC inh2	CCHF vOTU inh	FBA Mtb inh
CCOC(=O)c1ccc(CC(=O)c2ccc(O)c(O)c2O)o1	.	-10	19	.	-0.6	-4	-0.8	22	-1
C/C=C/c1ccc(OCCOc2cc(C=O)ccc2OC)c(OC)c1	.	1	-4	-3.1	-3.1	-2	-0.1	-1	0
COc1cccc(C(=O)COC(=O)C(C)N2C(=O)c3ccccc3C2=O)c1 (configuration not stated)	-1.3	-2	8	2.1	-3.0	6	0.2	-8	-1
COc1ccc(Cc2noc(CN3CCN(c4ccc(Cl)cn4)CC3)n2)cc1OC	1.9	6	-4	0.5	-4.2	-2	0.2	-8	-4
CCOC(=O)[C@]12Cc3c(cc(OC)c(OC)c3OC)[C@H]1N(C)C(=O)c1cc(OC)ccc12	.	-2	.	.	.	-2	0.6	5	.
CCN(C(=O)CSc1nnc(-c2ccncc2)n1-c1ccccc1)C1CCS(=O)(=O)C1 (configuration not stated)	.	-1	1	2.2	-3.8	-5	-1.0	11	0
O=S(=O)(Cc1nnnn1-c1ccccc1)c1ccccc1	-1.7	5	-3	2.2	0.9	4	-0.2	4	2
COc1ccccc1-c1nnc(SCC(=O)NC2CCCCC2)n1N	5.7	-1	1	-1.9	-1.0	3	0.5	6	4
CN(C)/N=C/c1ccc(OS(=O)(=O)c2ccccc2)cc1	.	-6	-8	0.0	-2.7	-7	-2.8	-4	-1
O=C(c1ccc2nc(-c3ccco3)c(-c3ccco3)nc2c1)N1CCN(c2ccccc2)CC1	-0.5	-24	11	.	-3.1	1	11	48*	0
COc1ccc2c(c1)C(c1ccccc1)NC(=O)C2 (configuration not stated)	0.8	-6	8	-0.2	1.1	4	0.0	-5	0
Cc1ccc(Cl)cc1NC(=S)N(CCN(C)C)C(C)c1ccccn1 (configuration not stated)	-1.3	2	-7	-0.9	-3.1	-2	0.3	0	3
CCn1c(SCC(=O)Nc2cc(C)on2)nnc1-c1ccncc1	1.5	0	-4	1.2	-3.4	6	1.3	-4	0
Cc1ccc(S(=O)(=O)N(C)C[C@@H]2Oc3ncc(Br)cc3C(=O)N([C@H](C)CO)C[C@@H]2C)cc1	-1.1&0.2&0.6	2	-7	.	-0.6	3	-0.3	-10	1
O=C(NCc1ccccc1CN1CCCC1)c1cccc(S(=O)(=O)N2CCCC2)c1	-2.3	2	8	-1.7	.	9	4.1	17	4
COC(=O)C1=C(Nc2ccc(C)cc2)C=C(C)C(C(=O)OC)C1c1ccc(OC)cc1 (configuration not stated)	-2.5	1	8	2.9	-2.3	-6	-0.9	4	3
CN(CC(=O)NC1CCCCC1)S(=O)(=O)c1ccc(Cl)cc1	-1.6	2	3	-2.3	0.5	10	1.0	-5	-2
Cc1cccc(-c2nnc(SCC(=O)NC3CCCC3)o2)c1	-1.9	2	-8	.	-4.6	4	-0.3	9	0
CN(CC(=O)Nc1cccc(F)c1)C(=O)c1cn(-c2ccccc2)nc1-c1ccccc1	4.7	-1	-5	1.7	-4.2	4	0.3	1	3
S=C(NCc1ccc2[nH]c3c(c2c1)CCCC3)Nc1ccccc1Cl	-1.2	9	11	-3.2	-1.1	-13	-1.8	2	4
CCC(=O)N1c2ccc(S(=O)(=O)NCc3ccco3)cc2CC1C (configuration not stated)	6.1	6	-1	1.2	-0.5	4	0.9	-3	0
CCOC(=O)C1(CCOc2ccccc2)CCN(Cc2cccc(-n3cccn3)c2)CC1	0.4	-3	0	1.4	-4.1	-12	-1.9	1	5
CCCc1ccc(S(=O)(=O)N2CCN(C(C)C(=O)NCc3ccccc3)CC2)cc1 (configuration not stated)	.	6	-3	.	-3.3	1	-1.2	8	-2
O=C(Nc1cccc(Cl)c1)NC1CC2CCC(C1)N2Cc1cccs1 (configuration not stated)	.	-2	-1	3.3	-0.9	-4	-0.4	6	6
CCCCNC(=O)C1(C)CCN1C(=O)c1cccc(OC(F)(F)F)c1 (configuration not stated)	1.6	3	-2	.	-2.6	-4	-0.3	16	-1
CC1=NN(c2ccccc2)C(=O)/C1=C\c1sccc1C	-0.9	-1	5	-2.1	0.6	?	?	-14	-1
COc1ccc(-n2cccc2C=O)cc1OC	1.9	-1	1	2.3	1.0	-2	?	0	-5
O=C(CCN1C(=O)c2ccccc2C1=O)NC(=S)Nc1ccccc1Cl	2.9	11	11	1.8	-7.5	-3	-0.3	-1	-2
Cc1ccc(OCCCC(=O)NC2CCCCC2)cc1	-2.2	6	6	2.4	-1.0	-5	-4.8	-1	9
O=C(N/N=C/c1ccc(OC(=O)c2ccccc2)c([N+](=O)[O-])c1)c1ccc(O)cc1	0.8	-20	24	0.4	-1.4	-2	-0.1	12	-6
O=c1c(-c2c(O)cc(O)c3c(=O)cc(-c4ccc(O)cc4)oc23)c(-c2ccc(O)cc2)oc2cc(O)cc(O)c12	0.8	-1	23	0.2	-59	-2	0.2	18	-1
Cc1ccccc1CN(CC1CCC(C(=O)O)CC1)C(=S)Nc1ccccc1F (configuration not stated)	1.2	-1	-2	0.0	0.2	-6	-0.2	6	0
O=S(=O)(Nc1ccc(O)c(Sc2nc3ccccc3s2)c1)c1ccc(F)cc1	.	6	6	-6.2	-6.4	2	0.5	11	0
COc1ccc(NC(=O)c2cc3c(=O)n4ccccc4nc3n2C)c(OC)c1	-4.5	7	4	0.4	-2.2	-2	-0.2	-2	2
O=C(Cn1nc(-c2ccccc2)ccc1=O)NCc1ccc(F)cc1	.	3	5	4.1	-0.9	-3	-0.5	-21	5
COCCn1cc(C(=S)N2CCOCC2)c2ccccc21	-0.6	0	1	0.6	-0.6	0	-0.1	8	-1
Cc1ccccc1-c1nc(CS(=O)(=O)CC(=O)Nc2cc(F)ccc2F)c(C)o1	0.8	2	14	0.8	-1.1	-8	-0.4	3	-2
Cc1cc(OC(C)C(=O)Nc2ccccc2C(=O)N2CCCC2)ccc1Cl (configuration not stated)	1.0	1	1	0.3	1.4	5	2.1	-4	-1
Cc1cccc2c1cnn2C(=O)CCC(=O)N1CCC(C)CC1	0.6	4	-1	2.5	-3.3	-8	0.1	7	1
COc1cccc(N2CC(O)=C(c3nc4ccccc4c(=O)[nH]3)C2=N)c1	-0.1	.	33*	0.9	-2.3	-9	0.4	.	77*
CCOC(=O)c1cc2c(ccn2C)n1Cc1ccccc1C	-1.7	-7	13	6.8	2.9	0	-0.7	31*	3
CC(=O)c1c(O)c(C)c(O)c2c1OC1=Cc3c(c(C)nn3-c3ccccc3)C(=O)C12C (configuration not stated)	0.6	-1	10	.	1.2	-4	-0.8	1	0
CCOc1ccccc1NS(=O)(=O)c1ccc(OC)c(OC)c1	-0.9	-3	7	1.5	-0.7	-3	-1.5	13	0
Cc1ccc(NC(=S)NNC(=O)c2nn(C)cc2Cl)cc1	0.3	1	2	4.0	-2.2	7	0.2	8	0
O=C(NCC1CCCO1)c1nn2c(C(F)(F)F)cc(-c3cccs3)nc2c1Br (configuration not stated)	-1.1	4	0	0.3	.	2	2.1	-3	1
CCOC(=O)c1csc(NC(C)=O)n1	.	1	-7	-0.8	-1.6	-4	-0.9	6	-1
Cc1ccc(S(=O)(=O)NCc2cn3ccsc3n2)c(C)c1	.	5	8	2.2	-0.1	.	.	4	-1
CCN(CC)C(=O)C1CCCN(Cc2ccc(OC)c(C)c2C)C1 (configuration not stated)	-2.2	-6	-1	-1.1	0.0	2	?	0	-1
CC(C)=CCc1c2c(c3occ(-c4ccc(O)cc4)c(=O)c3c1O)C=CC(C)(C)O2	-2.6	9	7	0.0	-8.7	-4	-0.6	19	-2
CCCCn1c(SCc2ccc(C(=O)OC)o2)nc2cc(S(N)(=O)=O)ccc21	9.4	17	1	-0.5	-0.2	-4	-0.1	12	2
COc1ccc(Cl)cc1NC(=O)CN(C)C(=O)c1ccc2n[nH]nc2c1	3.2	-3	0	0.3	-0.8	-1	4.2	17	-1
Cc1ccc(SCc2ccc(C(=O)Nc3nccs3)o2)cc1	-1.4	-2	7	-4.0	2.5	-20	-1.8	15	-2
Cc1ccccc1S(=O)(=O)NC(=O)C1(C)CCN1C(=O)CC(c1ccccc1)c1ccccc1 (configuration not stated)	-0.5	5	5	.	-1.6	4	-0.1	4	-2
Cn1c(Cc2ccccc2)nnc1SCC(=O)c1ccc(Br)s1	3.1	6	8	1.2	-2.0	-4	-2.1	2	2
CC(=O)Nc1ccc(S(=O)(=O)NC(C)C(=O)OCCOc2ccc(F)cc2)cc1 (configuration not stated)	0.1	3	-5	-1.4	-1.5	.	.	-5	2
Cc1cccc(NC(=S)N(CCN(C)C)C(C)c2cccnc2)c1 (configuration not stated)	.	-2	0	-2.3	-6.7	-5	-1.0	9	2
C[C@@H]1CN([C@@H](C)CO)C(=O)CCCn2cc(nn2)CO[C@H]1CN(C)S(=O)(=O)c1ccccc1	-0.2&-2.2&-4.1	0	4	.	-3.0	-1	0.3	4	-1
COc1ccccc1-c1cn[nH]c1-c1ccc(OCc2ccccc2F)cc1O	-2.4	-2	1	0.3	-2.5	-1	1.4	8	3
O=C(NC1CCN(Cc2ccccc2)CC1)C1CCN(S(=O)(=O)c2ccc(Cl)cc2)CC1	.	2	2	0.5	-4.5	11	4.3	6	-1
CCOC(=O)c1c(NC(=O)Cc2ccccc2)sc2c1CCN(C)C2	22	-15	-1	0.9	-2.2	-5	-0.1	1	-4

Next section; the last 6 above are carried over.
SMILES	Mtb BioA inh	PrPC surface inh	GDH-TPI counter	UGM FP inh	FadD28 binding	BoNT F protease	BoNT-A LC inh2	CCHF vOTU inh	FBA Mtb inh
CC(=O)Nc1ccc(S(=O)(=O)NC(C)C(=O)OCCOc2ccc(F)cc2)cc1 (configuration not stated)	0.1	3	-5	-1.4	-1.5	.	.	-5	2
Cc1cccc(NC(=S)N(CCN(C)C)C(C)c2cccnc2)c1 (configuration not stated)	.	-2	0	-2.3	-6.7	-5	-1.0	9	2
C[C@@H]1CN([C@@H](C)CO)C(=O)CCCn2cc(nn2)CO[C@H]1CN(C)S(=O)(=O)c1ccccc1	-0.2&-2.2&-4.1	0	4	.	-3.0	-1	0.3	4	-1
COc1ccccc1-c1cn[nH]c1-c1ccc(OCc2ccccc2F)cc1O	-2.4	-2	1	0.3	-2.5	-1	1.4	8	3
O=C(NC1CCN(Cc2ccccc2)CC1)C1CCN(S(=O)(=O)c2ccc(Cl)cc2)CC1	.	2	2	0.5	-4.5	11	4.3	6	-1
CCOC(=O)c1c(NC(=O)Cc2ccccc2)sc2c1CCN(C)C2	22	-15	-1	0.9	-2.2	-5	-0.1	1	-4
CCS(=O)(=O)c1ccc(O)c(NC(=O)Nc2ccc(C(C)(C)C)cc2)c1	-0.2	-2	-3	0.4	0.2	.	.	2	0
CCCCC(=O)N(C)c1c(CC)nc2c(OCC(=O)N(C)C)cccn12	0.0	-3	12	.	0.1	2	0.1	-6	0
O=C1/C(=C\c2ccc3c(c2)OCO3)N2CCC1CC2	-4.3	.	33*	-1.7	-4.6	-1	-0.1	.	0
COc1ncccc1C(=O)N1CCCC(C(=O)c2cccc(OC(C)C)c2)C1 (configuration not stated)	.	1	-11	-1.1	-2.6	0	-0.5	-16	4
O=C(Cc1ccc(S(=O)(=O)N2CCCC2)s1)N1CCN(c2ccccc2)CC1	.	5	5	-0.5	0.0	3	0.0	-4	0
COc1ccc2[nH]c3c(c2c1)CCN1C(=O)C(CC(=O)NCc2cccc(C(F)(F)F)c2)C[C@H](C(=O)N2CCOCC2)[C@@]31C (some centres not stated)	1.9	2	-1	.	0.1	-5	-0.1	0	1
Cc1cc(C)cc(C(=O)OCC(=O)NCC(F)(F)F)c1	.	6	-1	-3.0	-0.4	0	-0.3	-9	1
N#Cc1cc(Oc2ccccc2)c(-n2nnc3ccccc32)cc1C#N	.	8	-7	-1.0	-3.5	9	-0.2	3	2
